High-throughput results from PubChem BioAssay.
All columns: NCI-60 one-dose screen, growth in % after 48 h at 10 µM unless noted; 100 = growth as untreated, 0 = no growth, -100 = all killed.
SR – SR leukemia cells | AID 1794780 | 8.7% of 73,000 active
MOLT-4 – MOLT-4 leukemia cells; 6.9% of 80,000 active
BT-549 – BT-549 breast cancer; 4.4% of 78,000 active
MDA-MB-468 – MDA-MB-468 breast cancer. 8.5% of 78,000 active
MDA-MB-231 – MDA-MB-231 breast cancer | AID 1794789 | 5% of 81,000 active
K-562 – K-562 leukemia; 7.4% of 78,000 active; AID 1794777
MCF7 – MCF7 breast cancer; AID 1794796; 6.3% of 82,000 active
T-47D – T-47D breast cancer. 5% of 79,000 active. AID 1794792
Active calls of the source: *; . = no result given; & = joins results of further samples. How the source made its calls: active means growth percent below 10; inactive means the rest.

1. CCCCCCCCCCCC[N+]1(CCCCCCCCCCCC)CCCC(C)C1 (stereo not drawn)
2. O=C(O)c1nc[nH]c1C(=O)O
3. O=C1OC(=O)C2C(c3ccccc3)=C(c3ccccc3)C(c3ccccc3)=C(c3ccccc3)C12 (stereo not drawn)
4. C=CCN1C(=O)c2cccc3c(-c4ccc5c(c4)ncn5C4CCCCC4)ccc(c23)C1=O
5. CC(=O)N(c1ccccc1)C(C)C
6. CC1CCC(C)N1CCCCN1C(C)CCC1C (stereo not drawn)
7. COc1cccc(/C=N/NC(N)=S)c1OC
8. c1ccc(-c2c[nH]c(-c3ccccc3)c2)cc1

assay / entry,1,2,3,4,5,6,7,8
SR,.,83,103,40,91,94,98,96&84
MOLT-4,-63*,114,99,5.4*,98,105,103,81&75
BT-549,-72*,91,98,17,110,110,109,84&92
MDA-MB-468,-90*,.,111,35,107,94,96,91&80
MDA-MB-231,-83*,108,108,57,109,105,105,65&72
K-562,-79*,91,.,26,96,92,106,96&106
MCF7,-89*,113,103,38,98,91,97,67&65
T-47D,-79*,119,.,11,95,102,89,82&66

Profiles, looked up by structure. Values in the order: SR | MOLT-4 | BT-549 | MDA-MB-468 | MDA-MB-231 | K-562 | MCF7 | T-47D
`CCCCCCCCCCCC[N+]1(CCCCCCCCCCCC)CCCC(C)C1` (stereo not drawn) is listed as . | -63* | -72* | -90* | -83* | -79* | -89* | -79*
`CC(=O)N(c1ccccc1)C(C)C` is listed as 91 | 98 | 110 | 107 | 109 | 96 | 98 | 95
`O=C1OC(=O)C2C(c3ccccc3)=C(c3ccccc3)C(c3ccccc3)=C(c3ccccc3)C12` (stereo not drawn) is listed as 103 | 99 | 98 | 111 | 108 | . | 103 | .

Later entries:
9. C=CC(=O)NCCOc1cccc(Nc2cc(NCCCNC(=O)C3CCC3)c(Br)cn2)c1
10. Nc1ncc(-c2ccc3ncnc(Nc4ccc(F)c(Cl)c4)c3c2)cn1
11. O=C1/C(=C/c2ccc([N+](=O)[O-])cc2)CCc2ccccc21
12. O/N=C1/CCCCC/C1=N/O
13. CCn1c(O)c(C=Nc2ccccc2)s/c1=N/Nc1nc(-c2ccccc2)cs1
14. CC(=O)OC[C@H]1OC(Sc2sc(C(=O)c3ccc(Br)cc3)c(N)c2-c2nc3ccccc3s2)[C@@H](OC(C)=O)[C@@H]1OC(C)=O (stereo partly drawn)
15. O=c1oc2ccc(Br)cc2cc1-c1cc(-c2ccc(-c3cc(-c4cc5cc(Br)ccc5oc4=O)nc(-c4cc5cc(Br)ccc5oc4=O)c3)cc2)cc(-c2cc3cc(Br)ccc3oc2=O)n1
16. O=[N+]([O-])c1cc(S(=O)(=O)O)ccc1Cl

assay / entry,9,10,11,12,13,14,15,16
SR,-10*,-35*,87&74,91,76,.,72,102
MOLT-4,-11*,80,102&87,91,81,100,91,104
BT-549,-60*,23,95&100,103,107,110,104,.
MDA-MB-468,-60*,-22*,94&93,111,101,109,113,111
MDA-MB-231,-26*,54,93&113,105,88,93,94,100
K-562,9.4*,55,112&97,103,91,105,96,100
MCF7,1.9*,27,72&94,101,75,99,90,96
T-47D,-10*,26,78&95,100,82,105,99,100

Sorted by count of non-hydrogen atoms (highest first): some entries from above.
15. O=c1oc2ccc(Br)cc2cc1-c1cc(-c2ccc(-c3cc(-c4cc5cc(Br)ccc5oc4=O)nc(-c4cc5cc(Br)ccc5oc4=O)c3)cc2)cc(-c2cc3cc(Br)ccc3oc2=O)n1
9. C=CC(=O)NCCOc1cccc(Nc2cc(NCCCNC(=O)C3CCC3)c(Br)cn2)c1
10. Nc1ncc(-c2ccc3ncnc(Nc4ccc(F)c(Cl)c4)c3c2)cn1
11. O=C1/C(=C/c2ccc([N+](=O)[O-])cc2)CCc2ccccc21
12. O/N=C1/CCCCC/C1=N/O

assay / entry,15,9,10,11,12
SR,72,-10*,-35*,87&74,91
MOLT-4,91,-11*,80,102&87,91
BT-549,104,-60*,23,95&100,103
MDA-MB-468,113,-60*,-22*,94&93,111
MDA-MB-231,94,-26*,54,93&113,105
K-562,96,9.4*,55,112&97,103
MCF7,90,1.9*,27,72&94,101
T-47D,99,-10*,26,78&95,100

Following part:
17. OCC1OC(c2ccc(O)cc2O)C(O)C1O (stereo not drawn)
18. O=C(CN1CCn2c(nnc2C(F)(F)F)C1)Nc1nc2ccc(O)cc2s1
19. CCCCCOCCCN1C(=O)C2C3C=CC(C3)C2C1=O (stereo not drawn)
20. COc1ccc(CSC(=S)N(C)C)cc1[N+](=O)[O-]
21. CC1=C/C(=N/NC(N)=O)CC(C)(C)C1
22. CN(C)c1ccc(/C=N\Nc2ccccn2)c(Cl)c1
23. CCOc1ccc(C(C)=O)cc1
24. CCCCCN1C=C/C(=C\C(=O)N2CCCc3ccccc32)c2ccccc21

assay / entry,17,18,19,20,21,22,23,24
SR,90,87,.,84,113,96,98,62
MOLT-4,105,91,92,83,110,87,106,78
BT-549,105,96,96,97,108,98,101,80
MDA-MB-468,97,94,92,102,103,117,94,40
MDA-MB-231,113,93,105,102,105,99,116,97
K-562,99,97,84,75,100,120,102,54
MCF7,95,86,99,98,105,87,89,91
T-47D,95,91,91,123,101,102,95,68

25. O=S(Nc1ccccc1)c1ccc(Cl)cc1 (stereo not drawn)
26. CCC(=O)OC(c1cc2c(cc1Br)OCO2)C(C)Br (stereo not drawn)
27. Cc1c(C(=O)N=Nc2c(O)n(C)c3ccccc23)oc2ccccc12
28. Cc1csc(NC(c2ccccc2)c2c(C)nc3ccccn23)n1 (stereo not drawn)
29. Cc1nn(-c2nc3ccccc3[nH]2)c(N)c1-c1ccccc1
30. Oc1c(Cl)cc(Cl)c2ccc(Cn3cc(-c4ccc(C(F)(F)F)cc4)nn3)nc12
31. Cc1ccc2c(Nc3cccc(C(F)(F)F)c3)nccc2c1C#Cc1nn(C(C)C)c2ncnc(N)c12
32. O=C(O)CCC(=O)Nc1nnc(-c2ccccc2)s1

assay / entry,25,26,27,28,29,30,31,32
SR,79,.,101,95,93,-17*,.,96
MOLT-4,86,101,107,92,76,-8.2*,80,111
BT-549,110,127,103,97,96,78,113,102
MDA-MB-468,92,98,102,100,101,40,116,116
MDA-MB-231,103,104,92,97,109,87,55,108
K-562,95,100,96,88,.,4.6*,93,92
MCF7,101,97,72,95,89,29,94,80
T-47D,91,110,78,87,71,55,.,94

33. O=C(NCc1cccnc1)c1ccc(NS(=O)(=O)c2ccc3c(c2)OCCCO3)cc1
34. O=C1c2nsnc2C(=O)c2c(F)c(F)c(F)c(F)c21
35. c1ccc(-c2cn3ccnc3c(-c3ccc4c(c3)ncn4C3CCCCC3)n2)cc1
36. Cc1ccc(C(=O)C2=Cc3cccn3Cc3cnnn32)cc1
37. CC(=O)[C@@]1(O)CCC2C3C[C@H](C)C4=CC(=O)C=CC4(C)[C@@]3(F)[C@@H](O)C[C@@]21C (stereo partly drawn)
38. Cc1c2c(c(C)c3c1oc1cc(O)ccc13)C(=O)N(N)C2=O
39. CC(C)C1=CC2=CC[C@@H]3[C@](C)(CCC[C@@]3(C)C(=O)O)[C@H]2CC1
40. CCOC(=O)/C(C#N)=C/c1cccc(F)c1

assay / entry,33,34,35,36,37,38,39,40
SR,119,.,55,.,108,53,105,95
MOLT-4,105,-27*,60,94,102,22,103&78,106
BT-549,91,-97*,100,88,74,70,118&123,113
MDA-MB-468,113,-50*,112,91,114,85,90,96
MDA-MB-231,108,-68*,93,85,84,89,93&102,118
K-562,111,.,69,116,98,68,74&113,104
MCF7,101,-45*,84,105,99,69,96&122,95
T-47D,102,-39*,74,91,100,75,122&97,96

Look-ups from the results shown.
MOLT-4 result of no. 35 : 60
MOLT-4 result of no. 36 : 94
MDA-MB-468 result of no. 40 : 96
MDA-MB-231 result of no. 38 : 89

(further entries)
41. CCCCCNC(=O)C(O)C(O)C(=O)NCCCCC (stereo not drawn)
42. CC(C)[C@@H]1CC[C@@H](C)C[C@H]1OC(=O)c1ccc(N)cc1
43. COc1cc(/C=N/NC(=S)NNC(=S)NCc2ccccc2)cc(OC)c1OC
44. CC(C)CCC[C@@H](C)[C@H]1CC[C@H]2[C@@H]3CC=C4c5sc(Nc6ncccn6)nc5CC[C@]4(C)[C@H]3CC[C@]12C
45. CC(CN(C)C)CN1c2ccccc2CCc2ccccc21 (stereo not drawn)
46. CC1(C)CC[C@]2(CN)CC[C@]3(C)C(=CC[C@@H]4[C@@]5(C)CCCNC(C)(C)[C@@H]5CC[C@]43C)[C@H]2C1
47. COc1cc(/C=N/n2cnc3c(c(C)nn3-c3ccccc3)c2=N)ccc1O
48. O=C(CSc1nnc2sc(Nc3ccccc3)nn12)c1ccc(Cl)cc1

assay / entry,41,42,43,44,45,46,47,48
SR,63,93,109,106,91,62,120,82
MOLT-4,103,72,100,108,81,83,101,75
BT-549,103,112,97,106,91,101,91,87
MDA-MB-468,94,109,89,100,42,96,102,92
MDA-MB-231,91,97,90,103,86,106,97,94
K-562,105,93,98,107,65,3.2*,98,89
MCF7,93,72,99,104,96,86,88,109
T-47D,92,57,75,102,78,78,95,74

Two entries picked at random from the list so far, as already listed:
44. CC(C)CCC[C@@H](C)[C@H]1CC[C@H]2[C@@H]3CC=C4c5sc(Nc6ncccn6)nc5CC[C@]4(C)[C@H]3CC[C@]12C
43. COc1cc(/C=N/NC(=S)NNC(=S)NCc2ccccc2)cc(OC)c1OC

assay / entry,44,43
SR,106,109
MOLT-4,108,100
BT-549,106,97
MDA-MB-468,100,89
MDA-MB-231,103,90
K-562,107,98
MCF7,104,99
T-47D,102,75

More results follow.
49. CC(C)CSc1nc(Nc2ccccc2)c(C#N)c(-c2ccccc2)n1
50. Cc1nn(-c2ccc(Cl)cc2)c2ncnc(N/N=C/c3cccc([N+](=O)[O-])c3)c12
51. COc1cc(/C=C/C(=O)c2ccc(F)cc2)ccc1Oc1nc(NCCO)nc(N2CCOCC2)n1
52. COc1ccc(Sc2nc(NC3CC3)nc(Sc3ccc(OC)cc3)n2)cc1
53. COc1cccc(/C=C(\C#N)c2nc(N)nc(Nc3ccc(S(N)(=O)=O)cc3)n2)c1
54. Cn1cccc1C(=O)C1C(c2cccc(F)c2)C2CCCN2C12C(=O)Nc1ccc(Cl)cc12 (stereo not drawn)
55. Cc1nn(-c2ccc(Cl)cc2)c(=O)n1CCn1ccnc1
56. Cc1nc(NCc2ccccc2)c2cc[nH]c2n1
57. O=C1CSC(=S)N1/N=C/c1c(F)cccc1Cl
58. CC(=O)c1cc(C(=O)N2c3ccccc3Sc3ccccc32)n2ccc3ccccc3c12

assay / entry,49,50,51,52,53,54,55,56,57,58
SR,55,51,-0.2*,77,101,87,.,117,112,17
MOLT-4,93,15,6.6*,62,100,89,110,114,102,49
BT-549,102,106,86,99,109,110,97,88,115,37
MDA-MB-468,76,117,77,84,98,96,127,124,101,43
MDA-MB-231,67,102,87,80,84,79,94,116,98,77
K-562,91,17,7.0*,90,96,71,98,110,99,20
MCF7,77,103,10,91,92,89,90,101,102,18
T-47D,86,101,96,55,96,83,95,99,90,28
